Compound activity deposited in PubChem BioAssay by several laboratories.
TRPC6 activator: mouse TRPC6 channel activators, primary screen, cell-based, HEK293, membrane potential dye; Short transient receptor potential channel 6 (Mus musculus), Q61143; HEK293-TRPC6 membrane potential dye fluorescence; hits give high values; B-score at 10 µM; 310,000 compounds, 0.13% hits;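 active = B-score of the integrated fluorescence ratio above library mean plus 3 SD, and starting fluorescence ratio within library mean plus 5 SD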;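 also: higher score means more depolarization so channel activation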
TRPC4 inh: inhibitors of mouse TRPC4 channel, primary screen, Fluo4 calcium, HEK293 TRPC4beta/mu-opioid cells | Short transient receptor potential channel 4 (Mus musculus), Q9QUQ5 | DAMGO-evoked Fluo4 calcium flux; hits give low values | B-score at 10 µM | 300,000 compounds, 0.39% hits | AID 2247, 2010;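 active = B-score over 3 SD under the library average, no early fluorescence shift, positive overall ratio signal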
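Assay system: Stable TRPC4beta/mu-opioid receptor HEK293 cells | Reagent: DAMGO in two steps, submaximal then maximal | Compound dosing: Single concentration per test compound | Signal: Fluo4 Ca2+ flux fluorescence | Evaluation: Per-well B score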
ANO1 block: TMEM16A chloride channel inhibitors, primary screen, cell-based, HTS; Anoctamin-1 (Mus musculus), Q8BHY3; HEK293 TMEM16A/YFP iodide influx fluorescence, ionomycin; normalized B-score (activity score, 25-100; higher = stronger inhibition) at 10 µM; 310,000 compounds, 1.2% hits;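 active = ratio plate-corrected score three or more library SD toward inhibition, starting fluorescence score within five deviations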;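 also: score derived from kinetic fluorescence span divided by baseline fluorescence per well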
Target sequence (Q8BHY3 whole entry, looked up): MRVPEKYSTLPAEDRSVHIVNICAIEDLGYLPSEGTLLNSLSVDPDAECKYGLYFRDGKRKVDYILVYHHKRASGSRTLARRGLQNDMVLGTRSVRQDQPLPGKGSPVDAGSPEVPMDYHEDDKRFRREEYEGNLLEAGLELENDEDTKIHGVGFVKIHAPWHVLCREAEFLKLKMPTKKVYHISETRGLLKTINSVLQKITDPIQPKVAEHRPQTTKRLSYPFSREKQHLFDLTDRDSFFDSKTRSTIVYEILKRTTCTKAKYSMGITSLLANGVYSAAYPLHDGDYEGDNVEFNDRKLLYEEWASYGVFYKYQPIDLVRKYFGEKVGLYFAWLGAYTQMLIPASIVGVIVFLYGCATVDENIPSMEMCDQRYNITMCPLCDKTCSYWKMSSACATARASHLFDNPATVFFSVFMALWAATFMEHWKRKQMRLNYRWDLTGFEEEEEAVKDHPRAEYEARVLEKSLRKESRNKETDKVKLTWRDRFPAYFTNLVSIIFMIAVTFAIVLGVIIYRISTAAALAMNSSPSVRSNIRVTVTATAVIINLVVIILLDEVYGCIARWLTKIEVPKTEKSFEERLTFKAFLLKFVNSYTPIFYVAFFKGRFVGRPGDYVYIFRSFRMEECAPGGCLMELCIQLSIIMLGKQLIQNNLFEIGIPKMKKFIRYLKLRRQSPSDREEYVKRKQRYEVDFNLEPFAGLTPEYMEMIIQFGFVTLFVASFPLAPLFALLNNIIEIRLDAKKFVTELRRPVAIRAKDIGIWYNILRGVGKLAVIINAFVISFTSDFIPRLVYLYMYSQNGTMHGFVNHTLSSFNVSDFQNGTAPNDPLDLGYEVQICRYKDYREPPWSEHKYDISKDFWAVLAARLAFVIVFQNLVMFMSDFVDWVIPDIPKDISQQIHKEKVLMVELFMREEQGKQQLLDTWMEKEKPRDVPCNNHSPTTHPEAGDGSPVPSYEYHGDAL
MrgX1 antag: antagonists of human MrgX1 receptor, primary screen, HEK293 cells, Fluo-4 calcium flux | BAM8-22 antagonism; hits give low values | B-score at 10 µM | 310,000 compounds, 1.3% hits;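 active = calcium-response B-score plate-corrected more than 3 library SD below zero, starting fluorescence within 5 deviations, no agonist response on first addition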;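 also: peak minus trough fluorescence over baseline after final BAM8-22 challenge near maximal dose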
TRPC4 agonist: activators of mouse TRPC4 channel, primary screen, Fluo4 calcium, HEK293 TRPC4beta/mu-opioid cells; Short transient receptor potential channel 4 (Mus musculus), Q9QUQ5; Fluo4 calcium fluorescence; hits give high values; B-score at 10 µM; 310,000 compounds, 0.49% hits; AID 2237, 2010;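 active = B-score above 5 SD of library B-scores, and initial fluorescence ratio not above library mean plus 5 SD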;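 also: positive B-score marks a calcium rise read as TRPC4 activation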
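Incubation: 45 min room-temperature Fluo4 loading, 110 s read / System: HEK293 cells stably co-expressing mouse TRPC4beta and mu-opioid receptor / Signal: Fluo4 fluorescence, kinetic / Control set: buffer (low) and maximal DAMGO (high) / Measure: integrated baseline-normalised fluorescence ratio, converted to per-well B score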
MrgX1 ag: agonists of human MrgX1 receptor, primary screen, HEK293 cells, Fluo-4 calcium flux; Fluo-4 calcium fluorescence, agonist mode; hits give high values; B-score at 10 µM; 310,000 compounds, 0.44% hits; AID 588627, 2011;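 active = calcium response B-score plate-corrected fluorescence ratio at least 3 library SD, with starting fluorescence B-score inside 5 SD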
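Material: HEK293 cells stably expressing human MrgX1 receptor | Quantity: 15,000 cells per well | Times: Cells plated overnight, dye loaded 0.5 h 37 °C, 0.5 h room temperature | Measured by: Kinetic Fluo-4 NW fluorescence of intracellular calcium | Control set: Positive and negative controls per plate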
SKKanGAS inh: S. pyogenes SKKanGAS growth inhibitors in kanamycin, primary screen, streptokinase expression inhibitor project, SKKanGAS strain, BacTiter-Glo luminescence; inhibition, % at 7.5 µM; 6 h; AID 1662, 2009; 300,000 compounds, 1.3% hits;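 active = mean replicate score, as percent of positive control median, at least 50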;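 also: strain carries kanamycin resistance gene driven by streptokinase promoter and grows in 40 µg/ml kanamycin; loss of luminescence reflects streptokinase promoter inhibition or plain growth inhibition; 0% = median of DMSO wells and 100% = positive control at its reference dose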
MrgX1 PAM: positive allosteric modulators of MrgX1, primary screen, HEK293 cells, Fluo-4 calcium flux; FDSS; hits give high values; 310,000 compounds, 0.63% hits; B-score at 10 µM; AID 588675, 2011;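 active = plate-corrected calcium response at least 3 library SD above typical, normal starting fluorescence, not activating the receptor alone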;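 also: compound read alongside a low EC10 to EC30 dose of BAM8-22 agonist; peak minus trough fluorescence over baseline measured at the second addition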
TRPC6 inh: mouse TRPC6 channel inhibitors, primary screen, cell-based, HEK293, membrane potential dye; 310,000 compounds, 1.1% hits; B-score at 10 µM; ACh-evoked depolarization; hits give low values; AID 2553, 2010;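 active = B-score under library mean minus 3 SD, initial fluorescence not abnormally high, positive integrated signal ratio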;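 also: B-score derived from integrated fluorescence ratio over the kinetic read; more negative B-score means stronger inhibition of depolarization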
ANO1 activ: TMEM16A chloride channel activators or potentiators, primary screen, cell-based, HTS. Anoctamin-1 (Mus musculus), Q8BHY3. HEK293 TMEM16A/YFP-H148Q/I152L, iodide quench fluorescence; hits give low values. B-score at 10 µM. 340,000 compounds, 0.3% hits. AID 623877, 2012;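 active = fluorescence-ratio B-score plate-corrected deviation score at least 3 library SD below zero, with starting fluorescence score within 5 deviations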;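 also: channel opened by trigger with iodide after compound preincubation; score built on the fluorescence ratio of max minus min over baseline; more negative score means more quench and so TMEM16A activation or potentiation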
TRPC4 potent: positive allosteric modulators of TRPC4, primary screen, cell-based, mouse TRPC4beta, HEK293 mu-opioid, Fluo-4 calcium. B-score at 10 µM. AID 2227, 2009. Short transient receptor potential channel 4 (Mus musculus), Q9QUQ5. 310,000 compounds, 0.42% hits. DAMGO EC20, Fluo-4 Ca2+ flux; hits give high values;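 active = B-score of calcium response area above 5 SD of library B-scores, with initial fluorescence ratio within 5 SD of library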;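 also: B-score of integrated fluorescence ratio over time as area under calcium response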
* = called active by the depositor; i = inactive; x = not tested or not shown.

SMILES	TRPC6 activator	TRPC4 inh	ANO1 block	MrgX1 antag	TRPC4 agonist	MrgX1 ag	SKKanGAS inh	MrgX1 PAM	TRPC6 inh	ANO1 activ	TRPC4 potent
CC(CC(=O)N(C)c1c(N)n(Cc2ccccc2)c(=O)[nH]c1=O)c1ccccc1 (centres undefined)	i	i	i	i	i	i	15	i	i	i	i
COc1ccc(OC)c(NC(=O)COC(=O)Cc2ccc(Br)cc2)c1	i	i	i	i	i	i	-1	i	i	i	i
O=C(CNC(=O)c1ccco1)NCC(=O)OCc1c(F)cccc1Cl	i	i	i	i	i	i	-4	i	i	i	i
CCCNC(=O)C1(CC2CC(c3ccccc3)=NO2)CCN(C(=O)c2ccccc2)CC1 (centres undefined)	x	x	i	i	x	i	x	i	x	i	x
COc1ccc(OC)c(CN(CCN2CCOCC2)C(=O)Nc2ccccc2)c1	i	i	i	i	i	i	3	i	i	i	i
COc1ccc(S(=O)(=O)CCC(=O)NCCc2ccc(Cl)cc2)cc1	i	i	i	i	i	i	-5	i	i	i	i
CC(C)COc1ccc(C(=O)N/N=C/c2ccoc2)cc1	i	i	i	i	i	i	1	i	i	i	i
CCc1c(C)n([O-])c2c([n+]1=O)CCC2	i	i	i	i	i	i	-6	i	i	i	i
Cc1cccc(OCC(=O)N/N=C/c2sc(=O)n(Cc3cccc(C(=O)O)c3)c2Cl)c1	i	i	i	i	i	i	5	i	i	i	i
O=C1CC(=C(c2ccccc2)c2ccccc2)C(=O)N1CCCN1CCN(c2cccc(Cl)c2)CC1	i	i	i	i	i	i	4	i	i	i	i
CC(=O)c1cnc2ncnn2c1C	i	i	i	i	i	i	2	i	i	i	i
COc1ccc(C2=NS(=O)(=O)N(C)C(C(=O)NCc3ccco3)=C2)cc1OC	i	i	i	i	i	i	3	i	i	i	i
CCOC(=O)CN1C(=O)NC(C)(c2ccc(OC(F)F)cc2)C1=O (centres undefined)	i	i	25*	i	i	i	1	i	i	i	i
Cc1nc2ccc(NC(=O)c3sccc3C)cc2s1	i	i	25*	i	i	i	-6	i	i	i	i
O=[N+]([O-])c1ccc(Cl)c(/C=N/NC(=S)Nc2ccccc2)c1	i	i	i	i	i	i	11	i	i	i	i
CC(=O)c1ccc(NC(=O)c2cc(C)no2)cc1	i	i	i	i	i	i	0	i	i	i	i
CCC1(CC)Cc2ccccc2C(CC(=O)N2CCOCC2)=N1	i	i	i	i	i	i	-2	i	i	i	i
Cc1cccc(OCCCC(=O)Nc2ccc(Br)cc2)c1	i	i	i	i	i	i	-3	i	i	i	i
CCCCn1c(=O)cc(N2CCOCC2)[nH]c1=O	i	i	i	i	i	i	-1	i	i	i	i
COc1cccc(NC(=O)C2CCCN(S(=O)(=O)c3ccc(-n4cnnn4)cc3)C2)c1 (centres undefined)	i	i	i	i	i	i	3	i	i	i	i
N#Cc1cccc(Cn2nnc(-c3ccccc3)n2)c1	i	i	i	i	i	i	8	i	i	i	i
CCOC(=O)N1CCc2c(sc(NC(=O)C3=COCCO3)c2C(N)=O)C1	i	i	i	i	i	i	-6	i	i	i	i
S=C(NCc1ccco1)Nc1ccc(Cl)cc1Cl	i	i	i	i	i	i	2	i	i	i	i
O=C(CSc1nnc(Nc2ccccc2)s1)Nc1cccnc1Cl	i	i	i	i	i	i	0	i	i	i	i
COCCNC(=S)N(CCc1c(C)[nH]c2ccc(C)cc12)Cc1ccco1	i	i	i	i	i	i	-1	i	i	i	i
COc1cc(C2=NOC(C(=O)NCc3ccc(F)cc3)C2)cc(OC)c1OC (centres undefined)	i	i	i	i	i	i	-2	i	i	i	i
COC(=O)c1sccc1NC(=O)c1cc(-c2ccc(C)cc2)nc2ccccc12	i	i	i	i	i	i	-4	i	i	i	i
O=C(COc1coc(CN2CCN(c3ccccc3F)CC2)cc1=O)NCC1CCCO1 (centres undefined)	i	i	i	i	i	i	-3	i	i	i	i
O=c1cc(-c2ccccc2)nc2nc(-c3ccccc3)[nH]n12	i	i	i	i	i	i	29	i	i	i	i
Clc1ccc(CSc2nnc(/C=C/c3ccccc3)o2)c(Cl)c1	i	i	i	i	i	i	8	i	i	i	i
O=C(COC(=O)CNC(=O)c1ccccc1F)Nc1ccc2[nH]c(=O)[nH]c2c1	i	i	i	i	i	i	1	i	i	i	i
CCC(CO)n1c(SCc2cc(=O)oc3cc(C)ccc23)nc2ccccc2c1=O (centres undefined)	i	i	i	i	i	i	-4	i	i	i	i
Cc1cc(NS(=O)(=O)c2ccc(N3C(=O)C4C5C=CC(C5)C4C3=O)cc2)nc(C)n1 (centres undefined)	i	i	i	i	i	i	0	i	i	i	i
CCOC(=O)Cc1csc(NC(=O)CN2CCN(CC)CC2)n1	i	i	i	i	i	i	1	i	i	i	i
O=C(CNC(=O)c1ccccc1)NCc1nc2ccccc2[nH]1	i	i	i	i	i	i	15	i	i	i	i
CCOc1cc(Cl)c(S(=O)(=O)NCc2ccccn2)cc1Cl	i	i	i	i	i	i	-4	i	i	i	i
CC1(C)Cc2ccccc2C(N/N=C/c2cccc(F)c2)=N1	i	i	i	i	i	i	-3	i	i	i	i
COc1cc(-c2nc(-c3ccccc3)c(-c3ccc(F)cc3)[nH]2)cc2c1OCO2	i	i	i	i	i	i	-6	i	i	i	i
CCCCCCC1/C(=N/O)CCC1C(=O)OC (centres undefined)	i	i	i	i	i	i	3	i	i	i	i
Clc1ccccc1Nc1nnc(-c2ccncc2)s1	i	i	i	i	i	i	34	9.6*	i	i	i
O=C(/C=C/c1ccco1)N(Cc1ccccc1F)C1CCS(=O)(=O)C1 (centres undefined)	i	i	i	i	i	i	-4	i	i	i	i
Cn1c(SCC(=O)N2CCCCC2)nc2c(c1=O)SCC2	i	i	i	i	i	i	-1	i	i	i	i
O=C(Nc1ccccc1)Nc1nnc(CSCc2ccccc2Cl)s1	i	i	i	i	i	i	16	i	i	i	i
Cc1ccc(C)c(NC(=S)N2CCCCCC2)c1	x	x	i	i	x	i	1	i	x	i	x
COc1cccc(NC(=O)CN2CCN(CC(=O)Nc3ccc(F)cc3)CC2)c1	i	i	i	i	i	i	0	i	i	i	i

Filtered by structure, the entries above with bromine
SMILES	TRPC6 activator	TRPC4 inh	ANO1 block	MrgX1 antag	TRPC4 agonist	MrgX1 ag	SKKanGAS inh	MrgX1 PAM	TRPC6 inh	ANO1 activ	TRPC4 potent
COc1ccc(OC)c(NC(=O)COC(=O)Cc2ccc(Br)cc2)c1	i	i	i	i	i	i	-1	i	i	i	i
Cc1cccc(OCCCC(=O)Nc2ccc(Br)cc2)c1	i	i	i	i	i	i	-3	i	i	i	i

The listing continues:
SMILES	TRPC6 activator	TRPC4 inh	ANO1 block	MrgX1 antag	TRPC4 agonist	MrgX1 ag	SKKanGAS inh	MrgX1 PAM	TRPC6 inh	ANO1 activ	TRPC4 potent
COC(=O)CCC(=O)N1CCCC(CO)(Cc2ccccc2C)C1 (centres undefined)	i	i	i	i	i	i	0	i	i	i	i
COc1cccc(-c2nn(C)c3sc(C(=O)NCc4ccc5c(c4)OCO5)cc23)c1	i	i	i	i	i	i	24	i	i	i	i
Cc1occc1-c1nnc(SCC(=O)NCc2ccc3c(c2)OCO3)n1CC(C)C	i	i	i	i	i	i	-4	i	i	i	i
O=C(COC(=O)c1c2c(nc3ccccc13)/C(=C/c1ccco1)CC2)NC1CCCC1	i	i	x	x	i	x	27	x	i	i	i
O=C(c1cc(-c2cccc(Cl)c2)on1)N1CCc2ccccc2C1	i	i	i	i	i	i	-6	i	i	i	i
Cc1ccc(S(=O)(=O)N2CC(O)CC2C(=O)OCC(=O)c2ccccc2Cl)cc1C (centres undefined)	i	i	i	i	i	i	2	i	i	i	i
Cc1cc(-c2nnnn2-c2ccc(F)cc2)no1	i	i	i	i	i	i	-5	i	i	i	i
COc1ccc(NC(=O)C2CCN(S(C)(=O)=O)CC2)c(OC)c1	i	i	i	i	i	i	1	i	i	i	i
O=S(=O)(c1ccccc1)N1CCC2(CC1)CO2	i	i	i	i	i	i	-12	i	i	i	i
CC(CCc1ccccc1)NC(=O)c1ccc(Cl)nc1 (centres undefined)	i	i	i	i	i	i	7	i	i	i	i
CN(CCCNC(=O)CN1C(=O)CC(C)(C)S(=O)(=O)c2ccccc21)C1CCCCC1	i	i	i	i	i	i	-4	i	i	i	i
COc1ccccc1CC(=O)O/N=C(\N)c1ccccn1	i	i	i	i	i	i	4	i	i	i	i
CCN(CC)S(=O)(=O)c1cccc(C(=O)N[C@H](C(=O)Nc2nc3ccc(F)cc3s2)C(C)C)c1	i	i	i	i	i	i	26	i	i	i	i
CCc1ccc(Nc2ccc(C(=O)O)cc2[N+](=O)[O-])cc1	i	i	i	i	i	i	9	i	i	i	i
COc1ccc(-c2cc(C(F)(F)F)nc(N3CCOCC3)n2)cc1	i	i	i	i	i	i	-14	i	i	i	i
CC(C)=CCN1CCN(CCC2=C(C)CCCC2(C)C)CC1CCO (centres undefined)	i	i	i	i	i	i	-1	i	i	i	i
CC(C)(C)NC(=O)C1CC(=O)OC1(C)C (centres undefined)	i	i	i	i	i	i	-10	i	i	i	i
Cc1c(NC(=S)N2CCN(c3ccc(F)cc3)CC2)c(=O)n(-c2ccccc2)n1C	i	i	i	i	i	i	-5	i	i	i	i
CCOc1cc(/C=C2\SC(=NC)N(C)C2=O)c(Br)cc1OC(C)=O	i	i	i	i	i	i	7	i	i	i	i
COc1ccc(N2CCN(C(=O)CSc3nnc(NC(=O)C4CC4)s3)CC2)cc1	i	i	i	i	i	i	-1	i	i	i	i
